Tb PYK inh – T. brucei pyruvate kinase inhibition; Q57TT1; TbPYK enzyme, Kinase-Glo Plus ATP luminescence, 45 min; Potency, µM (highest dose often 76.8 µM), without a hit: top-dose activity, negative = inhibition, hits mostly inhibitors; hit rate 0.12% among 410,000; AID 624173; also: potency is read from the fitted curve at half-maximal effect; % is scaled to controls: 0 for no effect and ±100 for the full control effect; nearly all actives have a fitted effect of over 50% in size
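TbPYK + substrate in 50 mM TEA pH 7.2, 100 mM KCl, 10 mM MgCl2, 0.05% BSA, 0.01% Tween-20; cpd pinned; ADP 130 uM final; 45 min RT; Kinase-Glo Plus 10 min; luminescence endpoint.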
CHX counter – affects cycloheximide protein synthesis inhibition readout, counter-screen | max response, % | cell reporter, cycloheximide protein synthesis inhibition counterscreen | AID 2314 | hit rate 12% among 300,000; in the data active = max response mostly above about 13%, no sharp cut-off; inactive = mostly below about 14%; also: read at 38.3 µM for the half of the compounds with a filed dose; 0% is about no effect
Pf growth 96h – P. falciparum growth inhibition at 96 hours; P. falciparum luciferase reporter growth, 96 h; Potency, µM (highest dose often 28.7 µM), inactives show at the top dose activity change, negative = inhibition, hits mostly inhibitors; hit rate 6.9% among 320,000; also: potency is read from the fitted curve at half-maximal effect; % is scaled to controls: 0 for no effect and ±100 for the full control effect
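96 h incubation, 37 C, 5% CO2, of luciferase-reporter P. falciparum-infected RBCs (2% hematocrit, 0.05% parasitemia final) with test compounds; endpoint luminescence.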
Shiga inhibitor – inhibitors of Shiga toxin in Vero cells; inhibition, % at 38.7 µM; Vero cells, Shiga toxin protein synthesis inhibition reporter; AID 2315; hit rate 9.2% among 290,000; in the data active = inhibition mostly above about 28%, no sharp cut-off; inactive = mostly below about 43%; also: 0% is about no effect
AmpC inh no detg – inhibitors of E. coli AmpC beta-lactamase without detergent | AmpC nitrocefin hydrolysis, absorbance 480 nm, 0.0001% Triton | Potency, µM (top dose mostly 57.1 µM), for inactives: top-dose activity change, negative = inhibition, usual class: inhibitors | hit rate 0.52% among 330,000;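 also: potency is read from the fitted curve at half-maximal effect; plate controls were no compound for no effect and no enzyme for full effect; nearly all actives have a fitted effect of over 20% in size; some results filed as inactive show a strong effect at the top dose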
Target sequence (P00811 whole entry, looked up): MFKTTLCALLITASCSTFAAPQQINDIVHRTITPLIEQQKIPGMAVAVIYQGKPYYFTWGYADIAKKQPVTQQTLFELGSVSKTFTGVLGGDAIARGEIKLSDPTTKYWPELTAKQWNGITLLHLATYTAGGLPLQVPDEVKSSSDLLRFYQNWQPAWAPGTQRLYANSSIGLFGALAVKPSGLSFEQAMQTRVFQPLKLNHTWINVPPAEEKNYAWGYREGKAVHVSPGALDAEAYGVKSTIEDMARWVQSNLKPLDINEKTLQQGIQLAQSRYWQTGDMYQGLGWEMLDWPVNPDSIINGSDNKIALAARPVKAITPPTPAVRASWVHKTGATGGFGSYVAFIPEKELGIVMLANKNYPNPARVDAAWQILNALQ
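AmpC (5.3 nM in the dispensed reagent) in 20 mM phosphate pH 7.0 with 0.01% (detergent screen) or 0.0001% Triton X-100 was preincubated with compounds for 15 min at room temperature. Nitrocefin was then added from an 800 uM solution, and hydrolysis was followed at 480 nm.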
Pf growth 48h – inhibits P. falciparum growth in the first generation, 48 h. Potency, µM (titrated, usually from 28.7 µM), for the others: at the highest dose activity change, negative = inhibition, hits mostly inhibitors. hit rate 5.9% among 310,000. P. falciparum luciferase growth in erythrocytes, 48 h; also: potency is read from the fitted curve at half-maximal effect; % is scaled to controls: 0 for no effect and ±100 for the full control effect
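Erythrocytes infected with P. falciparum carrying an integrated firefly luciferase reporter (2% hematocrit, 0.1% parasitemia final) were exposed to compounds in RPMI 1640 with 0.5% Albumax at 37 C, 5% CO2. Growth inhibition was scored as reduced luminescence.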
LmPK inhibitor – LmPK (Leishmania mexicana) enzyme inhibition | purified LmPK, Kinase-Glo ATP luminescence, 1 h | Q27686 | AID 1721 | Potency, µM (series often up to 57.5 µM), without a hit: top-dose activity change, negative = inhibition, actives largely listed as inhibitors | hit rate 0.37% among 290,000; also: potency is read from the fitted curve at half-maximal effect; % is scaled to controls: 0 for no effect and ±100 for the full control effect
Target sequence (Q27686 whole entry, looked up): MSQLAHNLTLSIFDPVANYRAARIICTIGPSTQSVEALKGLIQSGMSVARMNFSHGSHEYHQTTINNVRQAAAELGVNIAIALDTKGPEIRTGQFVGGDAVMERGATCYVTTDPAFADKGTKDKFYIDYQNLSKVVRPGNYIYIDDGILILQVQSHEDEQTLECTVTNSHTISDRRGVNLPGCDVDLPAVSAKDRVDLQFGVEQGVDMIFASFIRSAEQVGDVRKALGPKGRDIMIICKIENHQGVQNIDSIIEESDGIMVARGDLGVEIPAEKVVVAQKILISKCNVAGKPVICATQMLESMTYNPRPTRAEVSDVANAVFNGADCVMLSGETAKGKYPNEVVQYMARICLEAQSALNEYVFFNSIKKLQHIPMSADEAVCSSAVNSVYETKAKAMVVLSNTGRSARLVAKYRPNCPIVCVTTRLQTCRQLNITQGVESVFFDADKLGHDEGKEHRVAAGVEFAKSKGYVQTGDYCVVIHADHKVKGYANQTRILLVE
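ATP generated from ADP (0.1 mM) and PEP (0.5 mM) by 0.1 nM LmPK over 1 h at room temperature (pH 7.2 imidazole buffer) was detected by coupled luciferase luminescence. Values were normalized to uninhibited and no-enzyme wells.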
* hit, by the source's call; ? = inconclusive; · = not tested or not shown; [ ] = another dose, or the depositor's remark. Unless noted, calls follow the shape of the dose curve; as a rule, active = well fitted curve in the direction sought with a large enough effect; inconclusive = small, poorly fitted or top-dose-only effect, or another doubt; inactive = no such curve, though single readings can be large; an effect the other way counts as inactive or inconclusive.

SMILES	Tb PYK inh	CHX counter	Pf growth 96h	Shiga inhibitor	AmpC inh no detg	Pf growth 48h	LmPK inhibitor
CCOC(=O)C1CC=C(Cl)CC1C(=O)Nc1nccs1 (stereo not drawn)	1.8%	-0.9	?	-5.1	-15.6%	24.4%	1.5%
Cc1ccc(Nc2ncnc(N)n2)cc1C	-13.6%	25.8*	4.15µM*	50.0*	-7.0%	-43.8%	-1.1%
Nn1c(Cc2ccccc2F)nnc1SCC(=O)Nc1cccc(S(=O)(=O)NC2=NCCCCC2)c1	-3.1%	-3.1	-12.4%	-6.1	-20.8%	?	0.4%
COC(=O)c1nc2ccccn2c1F	0.9%	-1.6	?	37.3	-26.1%	24.8%	-8.0%
CC(C)(C)NC(=O)C(c1ccccn1)N(C(=O)C1CSC(=O)C1)c1ccc(F)cc1 (stereo not drawn)	-2.6%	1.4	?	-2.3	4.9%	-18.0%	-2.6%
Cc1ccc(N2CC(C(=O)NCc3n[nH]c(=O)c4ccccc34)CC2=O)cc1 (stereo not drawn)	-2.1%	·	6.1%	·	-4.4%	7.4%	·
COc1ccccc1CNC(=O)CCC(=O)N1C[C@H]2C[C@@H](C1)c1cccc(=O)n1C2	2.0%	-3.8	-3.5%	2.8	6.8%	2.7%	-4.4%
Cc1cc(-c2c(C)[nH]n(-c3ccccc3)c2=O)n[nH]1	-7.0%	-2.2	?	36.4	-6.0%	-17.1%	0.4%
C[N+]1(CCCCCCC(=O)/C=N/O)CCCCCC1	0.4%	-1.7	?	10.7	-8.6%	·	0.4%
O=C(CSc1nc(O)c(C2CCCCC2)c(=O)[nH]1)Nc1ccccc1Cl	0.7%	-2.1	23.7%	-7.1	-28.9%	12.3%	-2.9%
O=C(COC(=O)Cc1ccccc1F)NCCc1ccccc1	1.7%	·	12.9%	·	-25.9%	1.7%	·
COC(=O)c1ccc(CNC(=O)C2CCC(=O)N(CCCc3ccccc3)C2)cc1 (stereo not drawn)	-19.1%	3.2	-29.8%	-9.6	149.5%[activator]	19.5%	-11.0%
CN1CCN(S(=O)(=O)c2cccc(C(=O)Nc3ccccc3N3CCOCC3)c2)CC1	-1.8%	-1.7	-8.2%	-10.3	1.3%	-4.0%	-3.1%
COC(=O)c1ccc(CSc2ncnc3sc(C)c(C)c23)o1	-6.0%	-2.5	9.1%	-11.7	-17.2%	14.1%	-6.3%
CN(C)S(=O)(=O)c1ccc2c(c1)nc(CCC(=O)NCC1CCCCC1)n2C	0.0%	-4.1	?	-5.5	13.0%	?	0.1%
COc1ccc(C(=O)Nc2ccccc2C(=O)O)cc1Cl	-4.0%	27.4*	-11.7%	65.6*	-15.1%	21.8%	?
C=CCN(C(=O)CCc1ccccc1OC)c1nc(-c2ccc(S(C)(=O)=O)cc2)cs1	-20.1%	39.0*	-32.9%	62.8*	4.0%	?	-1.4%
COc1ccc(C(=O)NCc2ccccc2)cc1Br	-0.6%	-1.2	?	-8.0	-31.5%	10.5%	1.4%
O=S1(=O)c2cccc3cccc(c23)N1Cc1ccc(-c2nnco2)cc1	-0.5%	-8.7	·	12.3	-44.6%	-12.5%	2.3%
COc1ccc(CN(C)C(=O)c2cc(-c3ccccc3)nc3ccc(C)cc23)c(OC)c1OC	-7.2%	16.8*	?	26.7	120.4%[activator]	8.28µM*	-5.2%
Cc1cc(C)cc(C(=O)N2CCC3(CC2)NCCc2[nH]cnc23)c1	2.2%	-4.3	14.9%	15.8	-6.6%	0.6%	8.1%
Cc1cccc(N2CCN(C(=O)C3CCCN(S(=O)(=O)c4cnc[nH]4)C3)CC2C)c1 (stereo not drawn)	-6.4%	-4.4	4.7%	3.4	35.1%	?	-0.4%
Cc1ccc(-c2nnc(NCc3nc4ccccc4[nH]3)c3ccccc23)cc1S(=O)(=O)N1CCCCC1	-11.6%	-2.7	13.1µM*	8.0	-14.1%	?	1.9%
O=S(=O)(Nc1cccc(-c2ccc3nncn3n2)c1)c1ccccc1F	6.6%	·	?	·	-13.1%	?	·
CCOc1ccc(NC(=S)Nc2cccc3ccccc23)cc1	-5.0%	72.1*	11.3%	88.8*	-46.4%	?	-7.7%

Brought forward from above: 2 entries; new compounds follow.
SMILES	Tb PYK inh	CHX counter	Pf growth 96h	Shiga inhibitor	AmpC inh no detg	Pf growth 48h	LmPK inhibitor
O=S(=O)(Nc1cccc(-c2ccc3nncn3n2)c1)c1ccccc1F	6.6%	·	?	·	-13.1%	?	·
CCOc1ccc(NC(=S)Nc2cccc3ccccc23)cc1	-5.0%	72.1*	11.3%	88.8*	-46.4%	?	-7.7%
N#Cc1ccsc1NC(=O)CN1CCN(c2ccc(O)cc2)CC1	?	10.4	?	-4.5	-28.5%	?	1.1%
Cc1ccc(-n2cc(CN3CCNC(=O)CC3)c(-c3cccc(C)c3)n2)cc1	-4.7%	7.4	-20.9%	27.4	195.8%[activator]	?	-0.1%
COc1ccc2[nH]c(=O)c(CN(Cc3ccco3)Cc3nnnn3Cc3ccccc3)cc2c1	-9.0%	4.4	·	3.6	35.7%	?	-3.5%
COC(=O)Cn1nc(-c2ccc(C)cc2)c2ccccc2c1=O	2.6%	0.6	4.5%	-4.2	13.6%	-15.3%	0.0%
CC(C)(C)C(=O)NC(=S)N1CCOCC1	-3.2%	-3.3	16.6%	-8.0	-11.8%	1.4%	-1.6%
Cn1nccc1C(=O)N1CCCC(C(=O)c2ccc(Oc3ccccc3)cc2)C1 (stereo not drawn)	6.7%	-1.2	2.94µM*	-15.3	173.0%[activator]	-24.4%	6.8%
CC(C)(C)c1ccc(S(=O)(=O)CC(O)CSc2nc3c(cc2C#N)CCCC3)cc1 (stereo not drawn)	2.7%	-2.4	63.7%[activator]	-18.6	-21.5%	42.3%[activator]	-2.0%
O=C(Nc1cc(C(F)(F)F)ccc1Cl)C(=O)N1CCCCC1	2.3%	-1.5	33.5%[activator]	-17.5	-1.5%	26.0%	-5.7%
Brc1ccc(-c2nc3ccccc3s2)s1	2.6%	47.8*	324.4%[activator]	96.2*	-18.6%	190.9%[activator]	28.2µM*
COc1ccc2oc(C(=O)OCC(=O)N(C)c3ccccc3)c(C)c2c1	4.9%	·	-12.0%	·	-0.8%	?	·
CCN(c1ccc(C(O)(C(=O)OC)C(F)(F)F)cc1)S(=O)(=O)c1ccccc1 (stereo not drawn)	-3.9%	-2.1	19.7%	-9.5	13.7%	3.4%	2.8%
COc1ccc(C2Nc3ccccc3C(=O)N2Cc2ccccc2)cc1COc1ccc(Cl)cc1Cl (stereo not drawn)	·	·	5.6%	·	-27.9%	1.65µM*	·
CC1CC(=O)N(c2ccc(N(C)Cc3ccccc3)c([N+](=O)[O-])c2)C1=O (stereo not drawn)	4.8%	18.0*	28.7%	54.1*	75.3%[activator]	34.9%[activator]	-1.1%
COc1ccc(C(NC(=O)CC(C)C)c2c(O)ccc3ccccc23)cc1 (stereo not drawn)	3.6%	-2.7	209.2%[activator]	-3.0	-40.6%	?	0.8%
O=S1(=O)CC(NCc2ccccc2)C(Nc2ccccc2)C1 (stereo not drawn)	-1.7%	-2.3	·	10.8	?	-4.7%	1.8%
O=C1CN=C(c2ccccc2)c2cc(Cl)ccc2N1CC1CC1	0.0%	·	?	·	·	?	·
CCN1C(=O)CSC1=NC1C2CC3CC(C2)CC1C3 (stereo not drawn)	-3.0%	4.9	38.9%[activator]	-19.3	-0.6%	23.7%	0.4%
O=C(NCCN1CCCCC1)Nc1cccc(C(F)(F)F)c1	-14.4%	-2.0	-0.9%	-8.9	-10.1%	?	-0.9%
O=C(NNC(=O)c1cc2ccccc2cc1O)NC1CCCCC1	-10.1%	12.4	2.8%	23.4	-52.3%	20.3%	3.9%
Fc1ccc(COc2ccc(Br)cc2CNCC2CCCO2)cc1 (stereo not drawn)	-7.5%	-1.4	16.0%	-6.6	13.7%	?	0.3%
CC(Sc1n[nH]c(-c2ccccc2)n1)C(=O)c1c(N)n(C)c(=O)n(C)c1=O (stereo not drawn)	0.0%	·	-4.6%	·	-20.9%	-7.6%	·
NS(=O)(=O)c1ccc(-c2ccc(C=C3C(=O)NC(=S)NC3=O)o2)cc1	·	-1.0	?	-5.0	-34.8%	-13.2%	0.5%
Clc1ccc(-c2nc3cnccn3c2Nc2ccc3c(c2)OCO3)cc1	-4.8%	-2.7	?	1.1	22.4µM*	?	-1.4%
Cc1nc2cc3c(cc2c(C)c1C(=O)OC(C)C)OCO3	-5.7%	40.4*	39.2%[activator]	29.2*	6.6%	36.3%[activator]	1.1%
C=CCNc1nc(-c2ccccc2)c(C(=O)OCC)cc1C#N	2.4%	-3.2	?	-13.7	-12.4%	?	1.3%
SMILES	Tb PYK inh	CHX counter	Pf growth 96h	Shiga inhibitor	AmpC inh no detg	Pf growth 48h	LmPK inhibitor
CCCN(CCC)S(=O)(=O)c1ccc(C(=O)Nc2c(C)n(C)n(-c3ccccc3)c2=O)cc1	-15.3%	-3.3	3.9%	-3.8	7.6%	3.5%	4.0%
CC(=O)NC1C(Oc2ccccc2C)OC(CO)C(O)C1O (stereo not drawn)	-5.3%	8.5	46.7%[activator]	-4.3	-10.3%	9.8%	-8.6%
CC1CCc2c(sc3ncnc(SCC(=O)c4ccccc4)c23)C1 (stereo not drawn)	0.4%	-2.4	24.3%	10.1	-10.3%	6.3%	-0.4%
CCC(=O)Oc1ccc(C(CC)C(CC)c2ccc(OC(=O)CC)cc2)cc1 (stereo not drawn)	1.4%	-3.1	?	11.9	-22.2%	0.4%	6.0%
COC(=O)c1cccc(Cn2c(Cl)c(/C=N/Nc3ccccc3C)sc2=O)c1	-7.8%	-3.6	?	-6.1	31.6µM*	?	4.7%
Cc1ccc(SC[C@H](c2ccccc2)N2CCN(C)CCC2=O)cc1	4.2%	43.9*	43.9%[activator]	97.3*	103.3%[activator]	36.4%[activator]	0.6%
CCOC(=O)c1cccc(S(=O)(=O)N2CCCC2)c1	-9.3%	-2.2	-5.8%	-0.6	-6.1%	1.2%	-3.4%
CCNC(=S)N(CCc1c(C)[nH]c2ccc(F)cc12)Cc1cccnc1	-11.6%	-1.4	16.1%	1.4	15.0%	·	-3.0%
CN(C)c1cccc2c1c(NS(=O)(=O)c1cn(C)cn1)nn2C	?	-1.8	?	-12.1	33.3%	16.6%	-4.3%

Full records, looked up by structure. Values in the order: Tb PYK inh	CHX counter	Pf growth 96h	Shiga inhibitor	AmpC inh no detg	Pf growth 48h	LmPK inhibitor
Record of CC(=O)NC1C(Oc2ccccc2C)OC(CO)C(O)C1O (stereo not drawn) : -5.3%	8.5	46.7%[activator]	-4.3	-10.3%	9.8%	-8.6%
Record of CC1CCc2c(sc3ncnc(SCC(=O)c4ccccc4)c23)C1 (stereo not drawn) : 0.4%	-2.4	24.3%	10.1	-10.3%	6.3%	-0.4%
Record of CCC(=O)Oc1ccc(C(CC)C(CC)c2ccc(OC(=O)CC)cc2)cc1 (stereo not drawn) : 1.4%	-3.1	?	11.9	-22.2%	0.4%	6.0%
Record of Cc1ccc(SC[C@H](c2ccccc2)N2CCN(C)CCC2=O)cc1 : 4.2%	43.9*	43.9%[activator]	97.3*	103.3%[activator]	36.4%[activator]	0.6%

Assay outcomes: PubChem BioAssay, National Center for Advancing Translational Sciences (NCATS)
